ALDH1A1 block: blocks purified human ALDH1A1 activity; P00352; Purified ALDH1A1, NADH fluorescence, propionaldehyde substrate; Potency, µM (top dose mostly 75.3 µM), for the others: at the highest dose activity, negative = inhibition, most hits filed as inhibitors; hit rate 7.3% among 220,000; active means well fitted inhibition curve with a large enough effect, not every such curve was filed as active; inconclusive means small, poorly fitted or top-dose-only effect, or another doubt; inactive means no such curve, though single readings can be large or run the other way;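 further: plate controls were no enzyme wells and a reference inhibitor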
JMJD2E inh: inhibitors of human JMJD2E histone demethylase. B2RXH2. AID 2147. Potency, µM (titrated, usually from 57.1 µM), inactives show at the highest dose activity change, negative = inhibition, usual class: inhibitors. JMJD2E catalytic domain, FDH-coupled NADH fluorescence (FDH is formaldehyde dehydrogenase). hit rate 1.6% among 230,000; active means well fitted inhibition curve with a large enough effect, not every such curve was filed as active; inconclusive means small, poorly fitted or top-dose-only effect, or another doubt; inactive means no such curve, though single readings can be large or run the other way;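 further: 0% = wells with enzyme and -100% = buffer wells without enzyme; nearly all actives have a fitted effect of over 50% in size; many of its hits are not listed in these tables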
KinaseGlo FLuc: counter-screen: inhibitors of Kinase-Glo firefly luciferase. Q27757. Kinase-Glo luciferase, ATP luminescence, 8 min. Potency, µM (top dose mostly 38.3 µM), for inactives: top-dose activity change, negative = inhibition, usual class: inhibitors. hit rate 0.28% among 200,000. AID 1379; further: on the % scale 0 is the no-effect control and ±100 the full control effect; nearly all actives have a fitted effect of over 60% in size
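Recombinant Kinase-Glo luciferase, 10 uM ATP (linear range), luciferin; imidazole pH 7.2 / KCl / MgCl2 / Tween / BSA buffer; 8 min RT; luminescence.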
SMN2 splice enh: increases expression of the SMN2 splice variant; HEK293 SMN2-luciferase splicing reporter, luminescence, 30-36 h; Potency, µM (top dose mostly 46.1 µM), for inactives: at the highest dose activity change, positive = activation, most hits filed as activators; hit rate 2.8% among 210,000; AID 1458; further: % of control where 0% means no effect; nearly all actives have a fitted effect of over 55% in size
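HEK293 cells carry an SMN2 […]–luciferase reporter in which exon 7 inclusion puts luciferase in frame. Cells were plated 10-12 h before compound addition, then incubated 30-36 h at 37C. ONE-Glo luminescence was read; sodium butyrate at 4.5 mM final served as control.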
Tau fibril ThT: tau fibrillization inhibition (ThT binding); recombinant tau K18 P301L (four-repeat tau fragment), heparin-induced fibrillization, ThT fluorescence; Potency, µM (series often up to 57.4 µM), without a hit: at the top dose activity, negative = inhibition, actives largely listed as inhibitors; hit rate 2.1% among 270,000; P10636; further: on the % scale 0 is the no-effect control and ±100 the full control effect; nearly all actives have a fitted effect of over 55% in size
Target sequence (P10636 561-689 P618L limits assumed): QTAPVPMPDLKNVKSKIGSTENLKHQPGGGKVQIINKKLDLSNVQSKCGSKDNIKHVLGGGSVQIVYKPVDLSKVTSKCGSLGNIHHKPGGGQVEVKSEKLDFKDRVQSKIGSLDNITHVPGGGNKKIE
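Heparin-induced (20 uM) aggregation of recombinant human K18 P301L tau, 15 uM unlabeled with 0.24 uM labeled, pH 7 acetate buffer, 6 hr at 37 C with compound. Fibrils quantified by 30 uM ThT fluorescence after 1 hr ambient incubation.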
L3MBTL1 inh: blocks human L3MBTL1; AlphaScreen L3MBTL1–H3K9me1 peptide binding; hit rate 0.66% among 230,000; AID 485360; Potency, µM (series often up to 57.1 µM), inactives show top-dose activity, negative = inhibition, most hits filed as inhibitors; further: on the % scale 0 is the no-effect control and ±100 the full control effect; nearly all actives have a fitted effect of over 60% in size
Target sequence (Q9Y468 whole entry, looked up): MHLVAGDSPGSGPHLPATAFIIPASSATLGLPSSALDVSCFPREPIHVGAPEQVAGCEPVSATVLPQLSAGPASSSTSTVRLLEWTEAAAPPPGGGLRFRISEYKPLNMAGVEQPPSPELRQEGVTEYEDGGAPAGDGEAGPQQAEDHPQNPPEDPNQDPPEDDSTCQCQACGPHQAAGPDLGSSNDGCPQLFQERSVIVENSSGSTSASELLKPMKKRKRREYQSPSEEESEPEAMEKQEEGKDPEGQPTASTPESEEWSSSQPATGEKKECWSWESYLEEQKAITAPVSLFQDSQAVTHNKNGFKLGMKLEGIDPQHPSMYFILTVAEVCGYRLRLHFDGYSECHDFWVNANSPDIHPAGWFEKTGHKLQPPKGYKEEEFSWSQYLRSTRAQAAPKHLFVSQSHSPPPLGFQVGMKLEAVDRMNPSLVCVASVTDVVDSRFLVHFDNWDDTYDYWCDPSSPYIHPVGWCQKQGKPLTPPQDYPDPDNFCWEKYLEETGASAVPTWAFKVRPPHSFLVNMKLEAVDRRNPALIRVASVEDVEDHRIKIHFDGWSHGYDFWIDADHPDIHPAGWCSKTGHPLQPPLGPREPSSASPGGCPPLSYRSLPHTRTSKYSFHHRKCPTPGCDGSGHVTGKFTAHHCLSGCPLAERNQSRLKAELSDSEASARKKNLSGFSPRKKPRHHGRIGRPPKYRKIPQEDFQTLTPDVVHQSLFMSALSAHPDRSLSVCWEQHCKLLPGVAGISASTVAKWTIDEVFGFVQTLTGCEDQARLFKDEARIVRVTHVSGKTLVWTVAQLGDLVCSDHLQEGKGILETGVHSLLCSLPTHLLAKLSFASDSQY
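AlphaScreen proximity signal between nickel-chelate acceptor and streptavidin donor beads (final 10 ug/mL) reports binding of 50 nM L3MBTL1 to 75 nM biotin-H3 K9me1 peptide; complex incubated with compounds 30 min at room temperature; cefsulodin titration as control.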
RECQ1 inh: inhibitors of human RECQ1 DNA helicase; P46063; RECQ1 DNA unwinding, red fluorescence kinetic read; Potency, µM (doses to about 57.3 µM), for the others: at the highest dose activity, negative = inhibition, usual class: inhibitors; hit rate 0.54% among 240,000; AID 2549;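 further: plate controls were vehicle for no effect and no enzyme for full effect; nearly all actives have a fitted effect of over 30% in size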
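50 nM RECQ1T1 preincubated 15 min with compound in Tris pH 8.0 buffer with MgCl2, DTT, Tween-20 and 2.5 ug/ml poly(dI-dC); started with 200 nM TAMRA/BHQ-2 forked duplex and 2 mM ATP. Unwinding read as fluorescence (525/598 nm), two reads 2 h apart.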
LMNA splice mod: changes lamin A minigene splicing in HeLa cells; HeLa LMNA splicing GFP/RFP minigene ratio, 48 h; Potency, µM (titrated, usually from 46.1 µM), without a hit: at the highest dose ratio change, negative = inhibition, actives largely listed as inhibitors; hit rate 0.01% among 200,000; AID 1487; active means well fitted inhibition curve with a large enough effect in the signal ratio, with a control signal flat, not every such curve was filed as active; inconclusive means small, poorly fitted or top-dose-only effect, or effect the other way, or a change in a side signal; the % refers to the signal ratio; further: on the % scale 0 is the no-effect control and ±100 the full control effect
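S3 HeLa stable clones carrying a lamin A-EGFP splicing minigene plus DsRed2 were seeded at 600 cells/well in Opti-MEM with 2% FBS, pin-dosed and incubated 48 h at 37°C. Acumen cytometry (488 nm) gave the GFP/RFP total-intensity ratio.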
Active calls of the source: *; i = inactive; ? = inconclusive; nt = not tested or not shown; & = joins results of further samples; [ ] = remark or other dose. Unless noted, the call rests on the fitted dose curve; in most records, active means well fitted curve in the direction sought with a large enough effect; inconclusive means small, poorly fitted or top-dose-only effect, or another doubt; inactive means no such curve, though single readings can be large; an effect the other way counts as inactive or inconclusive. Potency means the concentration at half of the fitted maximal effect. A portion of the library, so the mix of outcomes need not match the whole.

SMILES	ALDH1A1 block	JMJD2E inh	KinaseGlo FLuc	SMN2 splice enh	Tau fibril ThT	L3MBTL1 inh	RECQ1 inh	LMNA splice mod
CC1CCN(C(=S)c2ccc3c(c2)OCO3)CC1	?	-5%	-5%	8%	-10%	nt	-1%	3%
Cc1cc(C#N)c(C)c(SCc2[nH]nc3c2C(c2ccccc2)C(C#N)=C(N)O3)n1 (stereo unspecified)	?	-2%	-1%	11%	?	-2%	i	-9%
Cc1cccc(N(Cc2ccccc2)C(=O)CCl)c1	0.28µM*	-1%	1%	-30%	-4%	9%	2%	nt
Cc1cccc(N2CC(C)Cn3c2nc2c3c(=O)n(CC(=O)OCc3ccccc3)c(=O)n2C)c1 (stereo unspecified)	-5%	-19%	-1%	-28%	-5%	-16%	5%	0%
Cc1nc2ccccc2n1C(=O)c1ccc(Cl)cc1[N+](=O)[O-]	-7%	0%	-2%	-5%	10%	-1%	-1%	-7%
CN1CCc2ccccc2CC1=O	6%	2%	14%	26%	7%	8%	-5%	-4%
CCS(=O)(=O)c1ccc2oc(SCC(=O)NCCC3=CCCCC3)nc2c1	-7%	10%	-4%	-31%[inhibitor]	-15%	nt	15%	?
N=c1nc(SCCC(=O)O)ss1	?	-2%	1%	5%	-12%	5%	-10%	-5%
COC(=O)CCC(=O)OC1(C)C(=O)C=C2C=C(CCCNC(=O)OC(C)(C)C)OC=C2C1=O (stereo unspecified)	-1%	-2%	0%	4%	-8%	nt	7%	nt
Cc1ccc2oc(-c3ccccc3)c(O)c(=O)c2c1	-1%	14µM*	0%	nt	?	nt	i	nt
Cc1ccccc1OCC(=O)NNC(=O)Nc1ccccc1	1%	0%	-2%	nt	-6%	-8%	-9%	-8%[46 µM]
CSCCC(NC(=O)C1CCC(C)CC1)C(=O)NCCN1CCOCC1 (stereo unspecified)	?	2%	nt	nt	?	-3%	i	0%
CCCOc1ccc(N2C(=O)CC(SC(=NC)Nc3ccc(F)cc3)C2=O)cc1 (stereo unspecified)	2%	5%	-4%	13%	-9%	nt	6%	-6%
CCCNC(=O)c1csc2c1CCCCC2	6%	4%	-4%	?	-3%	nt	14%	1%
Cc1occc1C(=O)N/N=C/c1sc(N2CCOCC2)nc1-c1ccccc1	?	?	0%	-28%	?	nt	-14%	nt
O=S(=O)(Nc1ccc(N2CCCCC2)cc1)c1cccc2cccnc12	4%	-5%	2%	-25%	-14%	-17%	-11%	-15%
C/C(=N\NC(=O)c1c(Br)c(C)nn1C)c1cccc(NC(=O)C2CCC2)c1	7%	5%	-2%	6%	?	-3%	-1%	1%
O=C(N/N=C/c1cccc([N+](=O)[O-])c1)c1ccc2nc[nH]c2c1	11µM*	4%	-8%	-21%	13%	nt	7%	2%
Cc1nc2cc(-c3ccc(Cl)cc3)nn2c(C)c1CCC(=O)NCc1ccco1	?	?	0%	-46%[inhibitor]	-17%	nt	-6%	-4%
CCCCCC(=O)N/N=C/c1ccco1	?	-7%	-2%	18%[1.84 µM]	8%	-4%	-3%	-10%
CC(=O)N1CCC(N(CCN2CCOCC2)C(=S)Nc2cccc(C)c2C)CC1	8%	-3%	-2%	8%[1.84 µM]	-2%	7%	-8%	-9%
CCOC(=O)c1cncc(C#CCO)c1	2%	4%	nt	nt	-2%	2%	-10%	10%[46 µM]
CNc1csc(C)c(C)c1=O	12%	1%	-2%	-10%	4%	-1%	-3%	7%
CCOC(=O)C1CCCN(C(=O)c2cc(-c3ccc(F)cc3)nc3ccccc23)C1 (stereo unspecified)	4%	?	2%	24%	3%	5%	-5%	11%[46 µM]
O=C(CCNC(=O)c1ccccc1)Nc1cccnc1	8%	-4%	nt	nt	-5%	nt	0%	nt
SMILES	ALDH1A1 block	JMJD2E inh	KinaseGlo FLuc	SMN2 splice enh	Tau fibril ThT	L3MBTL1 inh	RECQ1 inh	LMNA splice mod
CC1(C)CC(=O)C=C(Nc2ccc(S(N)(=O)=O)cc2)C1	?	4%	-2%	nt	0%	nt	-5%	-5%
COc1ccc(/C=C(\C#N)C(=O)OC2CCOC2=O)cc1 (stereo unspecified)	18µM*	?	0%	?	-2%	4%	-8%	?
CCOC(=O)c1ccc(NC(=S)NCCc2ccc(F)cc2)cc1	10%	13%	2%	nt	6%	7%	-4%	nt
COc1ccc(C2(C(=O)Nc3ccc(C(=O)N4CCOCC4)cc3)CCOCC2)cc1	0%	1%	-4%	23%	-9%	7%	-2%	4%
O=C(O)C1CSC2(c3ccc4c(c3)OCCO4)CCC(=O)N12 (stereo unspecified)	4%	-3%	0%	23%	-12%	nt	i	-2%
O=[N+]([O-])c1ccc(NNC(=S)Nc2ccc(F)cc2)cc1	1.3µM*	-19%	-12%	-55%[inhibitor]	13µM*	-6%	-1%	?
Cc1noc(NS(=O)(=O)c2ccc(NC(=O)c3ccc(N4C(=O)c5ccccc5C4=O)cc3)cc2)c1C	6%	-7%	2%	?	-14%	nt	-6%	nt
Cn1c(=O)c2c([nH]c(OCc3ccc(Cl)cc3Cl)[n+]2Cc2ccc(F)cc2)n(C)c1=O	nt	-2%	nt	nt	-1%	2%	-3%	nt
O=[N+]([O-])c1cc(Cl)ccc1-c1nc(-c2ccncc2)no1	5%	-11%	-1%	28%	-11%	4%	18%	nt
Cc1cc(-c2cccs2)c(C#N)c(=S)[nH]1	nt	?	nt	nt	?	-1%	-1%	nt
CCOC(=S)SCC(=O)N1CCc2cc(OC)c(OC)cc2C1C1C(=O)CC(C)(C)CC1=O (stereo unspecified)	-14%	?	2%	nt	-12%	12%	-11%	10%
CN(CC(=O)NCCc1ccccc1)S(=O)(=O)c1cccs1	-5%	-1%	9%	5%	-9%	10%	i	8%
O=c1c(Br)c(N2CCOCC2)cnn1-c1ccccc1	-6%	1%	-2%	18%	-2%	nt	-3%	nt
CCOc1ccc(C=O)cc1CN1CCCCC1	5%	-3%	1%	-14%	-1%	nt	-13%	-8%
COc1ccc(-c2cc(C(=O)NCc3cccs3)no2)cc1	nt	-1%	nt	nt	-6%	-3%	-1%	nt
C/C(Cl)=C\Cn1c(NCCCn2ccnc2)nc2c1c(=O)n(C)c(=O)n2C	6%	13%	-1%	0%	-8%	-6%	-6%	-5%
CC(C)CNc1nc2c(c(=O)n(C)c(=O)n2C)n1Cc1cccc(Br)c1	-1%	3%	2%	-6%	-6%	4%	-1%	-11%
Oc1ccc(-c2cn3c(n2)SCC3)cc1O	6.3µM*	13µM*	-6%	14%	10µM*	nt	2.5µM*	4%
C(=N\n1c2ccccc2c2ccccc21)/c1ccccc1	1%	-6%	1%	20%	-7%	-11%	-3%	-8%
O=C(N/N=C1\NC(=O)C(CO)(CO)S1)c1ccccc1	nt	-7%	nt	nt	-11%	5%	-10%	nt
COc1ccc(OC)c(NC(=O)CSc2nnc(-c3cccnc3)s2)c1	3%	0%	-1%	13%	-16%	-2%	5%	?
O=C(CSc1ccccc1C(=O)O)NC12CC3CC(CC(C3)C1)C2	nt	-2%	nt	nt	-4%	1%	-3%	nt
Cc1cc(NS(=O)(=O)c2ccc(NC(=O)NC(C)(C(F)(F)F)C(F)(F)F)cc2)no1	2%	6%	-2%	10%	-10%	nt	-2%	1%
Cc1ccc(S(=O)(=O)N2CC=C(C(=O)NCc3ccc(F)cc3)CC2)cc1	-2%	5%	-2%	-17%	-10%	0%	i	1%
O=C(CCN1C(=O)/C(=C/C=C/c2ccccc2)SC1=S)Nc1nc2ccccc2s1	-10%	16%	3%	2%	3.5µM*	-13%	-8%	-10%
SMILES	ALDH1A1 block	JMJD2E inh	KinaseGlo FLuc	SMN2 splice enh	Tau fibril ThT	L3MBTL1 inh	RECQ1 inh	LMNA splice mod
CCc1nnc(NC(=O)CSc2nnc(Cc3cccn3C)n2CCOC)s1	?	-3%	1%	13%	-2%	-6%	-1%	-9%
COC(=O)C1=C(Nc2cc(Cl)cc(Cl)c2)CSC1	nt	-3%	nt	nt	6%	5%	11%	nt
COc1cc(C=C2C(=O)c3ccccc3C2=O)ccc1O	?	-15%	nt	nt	?	?	26%	nt
CCN(CC)c1ccc(C(=O)OCc2cc(=O)oc3cc(O)ccc23)cc1	2%	?	-1%	-43%[inhibitor]	?	2%	-10%	?
N/C(=N/OS(=O)(=O)c1ccc([N+](=O)[O-])cc1)c1ccncc1	32µM*	-25%	3%	9%	?	4%	7%	?
CC1CCCCC1NC(=O)C1CCN(S(=O)(=O)N2CCC3(CC2)OCCO3)CC1 (stereo unspecified)	?	3%	-7%	-13%	-3%	-7%	-5%	-1%
CCOC(=O)c1c(-c2ccccc2)csc1NC(=O)COc1ccc2c(C)cc(=O)oc2c1	10%	10%	-2%	1%	0%	-1%	-12%	-10%
Cc1ccccc1NC(=S)N(CCN(C)C)C(C)c1ccco1 (stereo unspecified)	0%	0%	0%	0%[1.84 µM]	-8%	-15%	-4%	-7%
O=C1CN(Cc2cc(=O)oc3cc4c(cc23)CCC4)CCN1	?	?	6%	4%	-1%	2%	i	-27%[46 µM]
CN(C)CCN1C(=O)C(O)=C(C(=O)c2cc3ccccc3o2)C1c1ccc(N(C)C)cc1 (stereo unspecified)	28µM*	-6%	-1%	-5%	?	-9%	2%	-17%
CC(=O)C1=C(O)C(=O)N(C2CCCCC2)C1c1ccccc1 (stereo unspecified)	22µM*	1%	4%	-7%	-18%	-4%	0%	-18%
CCN1C=C(C(=O)OC)C(c2cccc(OC)c2OC)C(C(=O)OC)=C1	?	?	3%	6%	1%	5%	i	nt
CCOC(=O)N1CCC2(CC1)C(C(=O)C13CC4CC(CC(C4)C1)C3)C2(C#N)C#N (stereo unspecified)	?	-3%	-9%	?	-11%	nt	-7%	-1%
CCOC(=O)c1sc(NC(=O)c2ccccc2F)c(C(N)=O)c1C	?	?	0%	-5%	2%	4%	-1%	?
Cc1ccc(C)c(NC(=O)C(=O)NCCCN2CCOCC2)c1	2%	3%	1%	0%&-10%	18%&-7%	36%[activator]	i	nt

Screens: PubChem BioAssay, National Center for Advancing Translational Sciences (NCATS)
